mIDH1 inhibitor: inhibitors of human mutant IDH1 R132H | O75874 | IDH1-R132H enzyme, NADPH consumption, diaphorase/resazurin fluorescence | Potency, µM (highest dose often 76.6 µM), inactives show top-dose activity change, negative = inhibition, usual class: inhibitors | hit rate 0.093% among 390,000 | AID 602179; note: potency is the fitted concentration of half-maximal effect; % is set by controls: 0 for no effect and ±100 for the full control effect; nearly all actives have a fitted effect of over 65% in size
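IDH1-R132H (0.5 ug/mL) preincubated 30 min with compound, then NADPH (0.016 mM) and alpha-KG (2 mM) added; 80 min at RT, pH 7.5. Remaining NADPH coupled via diaphorase/resazurin to fluorescence (540/590 nm); concentration-response curves normalized to no-enzyme control.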
TrxR1 substrate: substrates of rat thioredoxin reductase 1; purified TrxR1 substrate turnover, NADPH consumption readout; hit rate 0.01% among 390,000; Potency, µM (top dose mostly 114 µM), for inactives: at the highest dose activity change, negative = substrate turnover; O89049; AID 588456; note: potency is the fitted concentration of half-maximal effect; % is set by controls: 0 for no effect and ±100 for the full control effect; nearly all actives have a fitted effect of over 50% in size
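Rat TrxR1, dispensed at 90 nM, was prereduced with 400 uM NADPH (final) for 5 min at ~22 deg C, then incubated with compound 15 min before 400 uM selenite. A first-read NADPH fluorescence drop versus no-compound background flagged substrates.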
TRHR enhancer: allosterically enhances the human TRH receptor; P34981; TRHR cells, fluo-8 calcium fluorescence, EC20 TRH enhancement; enhancement, % at 2 µM; hit rate 0.66% among 360,000; in the data active = enhancement above about 30%; note: 0% is about no effect
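TRHR-expressing cells loaded with fluo-8 calcium dye were read kinetically (ex 480/em 530) during compound addition, then stimulated with an EC20 of TRH (10 nM final). Enhancement of the Gq-mediated intracellular calcium response was scored.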
USP1 inh: blocks the human USP1/UAF1 deubiquitinase complex | hit rate 0.23% among 390,000 | recombinant USP1/UAF1, Ub-Rhodamine cleavage fluorescence | Potency, µM (doses to about 57.1 µM), without a hit: at the highest dose activity change, negative = inhibition, actives largely listed as inhibitors | O94782; note: potency is the fitted concentration of half-maximal effect; % is set by controls: 0 for no effect and ±100 for the full control effect; nearly all actives have a fitted effect of over 60% in size; inactives centre near -12
Target sequence (O94782 whole entry, looked up): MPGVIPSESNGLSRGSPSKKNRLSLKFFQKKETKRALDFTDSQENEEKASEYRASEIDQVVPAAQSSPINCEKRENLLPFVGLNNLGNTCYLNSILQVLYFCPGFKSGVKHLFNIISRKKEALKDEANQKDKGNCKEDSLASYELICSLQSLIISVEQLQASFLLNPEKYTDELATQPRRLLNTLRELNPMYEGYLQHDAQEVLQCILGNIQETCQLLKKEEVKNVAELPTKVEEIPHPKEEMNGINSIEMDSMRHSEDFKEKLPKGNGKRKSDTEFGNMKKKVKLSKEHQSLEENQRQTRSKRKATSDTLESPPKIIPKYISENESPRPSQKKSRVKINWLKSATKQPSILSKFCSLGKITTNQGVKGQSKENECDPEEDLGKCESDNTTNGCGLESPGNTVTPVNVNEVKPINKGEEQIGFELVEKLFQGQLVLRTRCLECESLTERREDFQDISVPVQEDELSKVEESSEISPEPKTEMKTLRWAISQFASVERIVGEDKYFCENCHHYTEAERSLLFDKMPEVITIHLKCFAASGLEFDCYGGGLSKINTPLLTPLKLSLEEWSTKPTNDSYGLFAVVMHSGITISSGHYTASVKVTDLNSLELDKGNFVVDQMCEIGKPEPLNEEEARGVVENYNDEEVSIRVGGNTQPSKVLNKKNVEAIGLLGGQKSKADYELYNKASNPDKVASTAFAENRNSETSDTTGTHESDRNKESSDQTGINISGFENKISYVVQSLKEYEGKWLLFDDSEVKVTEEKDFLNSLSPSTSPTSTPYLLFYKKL
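Step one: compound is pinned into 1nM USP1/UAF1 in HEPES pH 7.8 buffer with TCEP. Step two: 15 min room-temperature incubation. Step three: Ub-Rho (150nM final) starts cleavage, tracked by fluorescence over six one-minute reads.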
PI4K2A inh: inhibitors of human PI4K2A; Q9BTU6; purified PI4K2A, ADP-Glo luminescence, 1 h; stronger effect = lower value; activity change, negative = inhibition, % at 76.9 µM; hit rate 0.13% among 420,000; AID 1346378; in the data active = activity change below about -50%; inconclusive = mostly about -30% to -49%;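 note: -100% = wells without enzyme as full effect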
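Compounds are screened against recombinant PI4K2A using PI as substrate and ATP, the latter dispensed at 300 microM. Reactions run one hour at ambient temperature before ADP-Glo detection; full inhibition defined by wells lacking enzyme.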
TRHR agonist: activates the human TRH receptor. activation, % at 2 µM. TRHR cells, calcium flux fluo-8, FDSS agonist mode. hit rate 0.18% among 360,000. P34981; in the data active = activation above about 30%; note: 0% is about no effect
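Agonist-mode FDSS calcium read (Ex 480/Em 530, 1 s cycles) in 1536-well TRHR cells with fluo-8 dye, after 10-cycle baseline and 23 nL compound addition; TRH at EC20 (10 nM final) added afterwards for the enhancer phase.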
rTrxR1 inhibitor: blocks rat thioredoxin reductase 1 | O89049 | recombinant rTrxR1, NADPH fluorescence consumption, selenite substrate | AID 588453 | Potency, µM (highest dose often 114 µM), for inactives: top-dose activity change, negative = inhibition, usual class: inhibitors | hit rate 1% among 390,000; note: potency is the fitted concentration of half-maximal effect; % is set by controls: 0 for no effect and ±100 for the full control effect; nearly all actives have a fitted effect of over 65% in size
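Rat TrxR1 (90 nM in the dispensed reagent) was pre-reduced with 400 uM NADPH for 5 min at room temperature, then incubated with compound for 15 min. After 400 uM selenite was added, NADPH fluorescence (Ex 340/Em 450 nm) was followed for 8 min.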
D2 agonist: D2 dopamine receptor (human) agonism. AID 485358. activation, % at 2 µM. HEK293 T-REx D2 cells, calcium flux agonist mode. P14416. hit rate 0.53% among 340,000;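 active = activation over 3 SD above normal in the single-dose calcium agonist read, cut at about 30% in these data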; note: 0% is about no effect
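Agonism is scored from calcium flux in a force-coupled, inducible HEK293 cell line expressing D2, read kinetically for 180 s after compound addition against dopamine controls.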
D2 antagonist: antagonists of human D2 dopamine receptor. P14416. HEK293 TREx D2 cells, calcium flux, dopamine EC80. inhibition, % at 10 µM. hit rate 2% among 340,000. AID 485344; in the data active = inhibition above about 30%; note: 0% is about no effect
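Overnight-induced (tetracycline, 30 C) HEK293 T-REx cells carrying force-coupled D2 receive a no-wash calcium dye, then compound, then EC80 dopamine at 180 s; signals are read kinetically throughout.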
Active calls of the source: *; u = inconclusive; x = not tested or not shown; & = joins results of further samples; [ ] = another dose, or the depositor's remark. Unless noted, calls come from the whole dose curve; as a rule, active = well fitted inhibition curve with a large enough effect; inconclusive = small, poorly fitted or top-dose-only effect; inactive = no such curve, though single readings can be large or run the other way.

SMILES	mIDH1 inhibitor	TrxR1 substrate	TRHR enhancer	USP1 inh	PI4K2A inh	TRHR agonist	rTrxR1 inhibitor	D2 agonist	D2 antagonist
CCC(=O)N(Cc1cc2cc(OC)ccc2[nH]c1=O)c1cccc(C)c1	2%	45%[activator]	10	-13%	-11	0.6	33%[activator]	0.4	0
CN(Cc1cccc(C(F)(F)F)c1)Cc1nc(-c2cnccn2)no1	0%	-11%	-1	-2%	2	-0.8	-9%	-1.4	-18
Cc1ccc(NC(=O)CN2C(=O)N/C(=C/c3ccccc3OCc3cccc(C(=O)O)c3)C2=O)cc1	-9%	22%	15	u	-20	-0.9	-18%	1.1	5
CCCCNC(=S)Nc1ccc(-c2nc3ccc(C)cc3s2)cc1	6%	74%	4	-13%	-3	0.4	17%[57.1 µM]	-0.3	1
COc1ccc(/C(C)=N/Nc2ccc(C(=O)O)cc2)cc1OC	6%	-15%	0	-7%	-2	0.0	u	0.0	4
Cc1ccc(N(CCC#N)C(=O)COC(=O)c2cc(C)no2)cc1	-1%	-1%	-1	-9%	-7	0.4	9%	-0.4	2
CNCC(C)COc1ccccc1OCc1ccccc1 (stereo unspecified)	4%	-9%	-1	6%	6	0.8	-7%	-1.2	-4
Cc1ccc(S(=O)(=O)N2[C@@H](c3ccc(F)cc3)C(C(=O)O)=CC[C@H]2c2cccs2)cc1	-5%	4%	0	-11%	6	-0.1	3%[57.1 µM]	-0.3	-7
CCc1ccccc1NC(=O)CCn1cccn1	4%	4%[57.1 µM]	6	1%	1	-0.6	13%[57.1 µM]	0.1	x
Cc1ccc2occ(C(c3nnnn3Cc3ccccc3)N3CCOCC3)c(=O)c2c1 (stereo unspecified)	6%	-1%	3	-15%	2	0.3	-12%	0.9	-15
CCNC(=S)N1CCn2cccc2C1c1ccc(F)cc1 (stereo unspecified)	2%	3%	-1	-7%	1	0.2	26%[57.1 µM]	0.7	-11
CCOc1ccc(CCN2CN(CC)CNC2=S)cc1OCC	8%	12%[57.1 µM]	0	-4%	-5	0.2	22%[57.1 µM]	0.6	-12
Cc1ccc(C)c(N2CCN(C(c3ccncc3)c3nnnn3Cc3ccccc3)CC2)c1 (stereo unspecified)	8%	0%	6	-24%	1	-0.3	u	1.1	-17
O=C(O)COc1ccccc1/C=N/NC(=O)c1cc(-c2ccc(F)cc2)nc2ccccc12	7%	-3%[57.1 µM]	0	u	2	-0.8	11%[57.1 µM]	0.9	-6
Cc1cc(C)c(NC(=O)CCCN2CCCC2)c(C)c1	0%	9%	-8	u	8	0.2	22%	1.9	2

Sorted by the number under rTrxR1 inhibitor (lowest first): some entries from above.
SMILES	TrxR1 substrate	TRHR enhancer	USP1 inh	PI4K2A inh	TRHR agonist	rTrxR1 inhibitor	D2 antagonist
Cc1ccc(NC(=O)CN2C(=O)N/C(=C/c3ccccc3OCc3cccc(C(=O)O)c3)C2=O)cc1	22%	15	u	-20	-0.9	-18%	5
CNCC(C)COc1ccccc1OCc1ccccc1 (stereo unspecified)	-9%	-1	6%	6	0.8	-7%	-4
Cc1cc(C)c(NC(=O)CCCN2CCCC2)c(C)c1	9%	-8	u	8	0.2	22%	2

Returning to the listing; the 6 compounds before the break are reprinted first.
SMILES	mIDH1 inhibitor	TrxR1 substrate	TRHR enhancer	USP1 inh	PI4K2A inh	TRHR agonist	rTrxR1 inhibitor	D2 agonist	D2 antagonist
Cc1ccc2occ(C(c3nnnn3Cc3ccccc3)N3CCOCC3)c(=O)c2c1 (stereo unspecified)	6%	-1%	3	-15%	2	0.3	-12%	0.9	-15
CCNC(=S)N1CCn2cccc2C1c1ccc(F)cc1 (stereo unspecified)	2%	3%	-1	-7%	1	0.2	26%[57.1 µM]	0.7	-11
CCOc1ccc(CCN2CN(CC)CNC2=S)cc1OCC	8%	12%[57.1 µM]	0	-4%	-5	0.2	22%[57.1 µM]	0.6	-12
Cc1ccc(C)c(N2CCN(C(c3ccncc3)c3nnnn3Cc3ccccc3)CC2)c1 (stereo unspecified)	8%	0%	6	-24%	1	-0.3	u	1.1	-17
O=C(O)COc1ccccc1/C=N/NC(=O)c1cc(-c2ccc(F)cc2)nc2ccccc12	7%	-3%[57.1 µM]	0	u	2	-0.8	11%[57.1 µM]	0.9	-6
Cc1cc(C)c(NC(=O)CCCN2CCCC2)c(C)c1	0%	9%	-8	u	8	0.2	22%	1.9	2
Cc1cccc(OCCSc2nc3ccc(NC(=O)c4cccs4)cc3s2)c1	3%	13%	5	-23%	4	1.8	44%[activator]	1.7	x
Nc1c(C(=O)c2ccccc2)oc2ccc(Br)cc12	3%	8%[57.1 µM]	2	-1%	1	1.6	19%[57.1 µM]	-1.1	-8
CCCC(NC(=O)COc1cc2c(c3oc(=O)c(C)c(C)c13)CCC(C)(C)O2)C(=O)O (stereo unspecified)	22%	484%[activator]	-7	-6%	-8	-0.7	-2%	-0.2	-2
CCOc1ccc(N2C(=O)CC(Sc3nc(-c4cccs4)cc(C(F)(F)F)c3C#N)C2=O)cc1 (stereo unspecified)	2%	3%	5	-5%	-23	1.1	11%	-0.6	-9
COc1cc(CN2C(=S)NC(C)(C)CC2(C)O)cc(OC)c1 (stereo unspecified)	0%	7%	2	-17%	-1	-0.3	-5%	-1.4	-8
CN(C)CCN(Cc1ccccc1)S(=O)(=O)c1csc(C(N)=O)c1	-11%&0%	-7%	3&8	-15%&-18%	-5&1	1.3&0.1	-3%	-0.1&0.7	3
CC1CCCN(c2nc3c(c(=O)n(C)c(=O)n3C)n2CCSc2nc3ccccc3o2)C1 (stereo unspecified)	10%	0%	17	-5%	1	-1.7	3%	-0.6	-11
Cc1ccc(C2(C)NC(=O)N(CC(=O)NNC(=O)c3cc(C)oc3C)C2=O)cc1 (stereo unspecified)	-3%	4%[57.1 µM]	11	0%	-5	-0.6	5%[57.1 µM]	0.2	10
CC(=O)Nc1ccc(OCC(O)CN2C(C)(C)CC(O)CC2(C)C)cc1 (stereo unspecified)	3%	-5%	4	3%	-4	0.5	-9%	0.4	-5
COc1cccc(CNc2ncnc3cc(Cl)ccc23)c1	0%	-9%	1	0%	0	-0.5	-12%	0.5	2
O=C(CSc1ncn[nH]1)Nc1ccc(S(=O)(=O)Nc2ncccn2)cc1	9%	3%	-5	-14%	-3	0.4	6%	1.0	13
C#Cc1ccc([C@H]2C=C(C(=O)N3CCN(Cc4ccccc4)CC3)O[C@@H](OCc3ccc(CO)cc3)C2)cc1	-12%	8%[57.1 µM]	-3	-3%	-3	-0.3	4%[57.1 µM]	2.4	2
O=C(Nc1ccc(N2CCN(C(=O)c3ccco3)CC2)cc1)c1cccs1	9%	3%[57.1 µM]	-2	-12%	2	0.1	10%[57.1 µM]	-0.2	-17
COc1ccccc1/C=C/C1=NC(=C\C=C/c2ccccc2)/C(=O)O1	-3%	-7%	1	-7%	7	3.0	u	1.2	-8
Cc1cccc(/C=N/n2c(COc3ccccc3)n[nH]c2=S)c1	3%	-7%	-2	1%	-1	-0.7	-16%	x	x
OC(COc1ccc(Cl)cc1Cl)CN1CCc2ccccc2C1 (stereo unspecified)	8%	-6%	4	-11%	-3	1.0	-5%	0.9	-26
CCOc1ccc(S(=O)(=O)Nc2ccc(OC)c(Cl)c2)c2cccnc12	-13%	6%	9	-3%	0	-1.4	9%	0.9	x
CC(=O)NCCC(=O)Nc1cc(S(=O)(=O)N2CCOCC2)ccc1N1CCCC1	7%	-12%	12	-6%	2	2.6	-14%	0.6	-7
COc1ccc(-n2ccn(CC(=O)Nc3ccccc3OC)c(=O)c2=O)cc1	-8%	-5%	-8	-5%	-1	0.9	5%	-0.3	-9
CCCC(C)C1c2c(c(C)c(C)oc2=O)Oc2c(C)c(C)oc(=O)c21 (stereo unspecified)	-6%	-5%	x	-12%	1	x	3%[57.1 µM]	x	x
COC(=O)CSc1nnc(CNc2ccc(OC)cc2)n1C	4%	-1%[57.1 µM]	2	0%	-3	-1.5	5%[57.1 µM]	1.3	6
Cc1ccc(-c2csc3ncnc(NCCN4CCOCC4)c23)cc1	-2%	-2%[57.1 µM]	6	-7%	2	-0.2	14%	0.0	-5
Cc1cc(S(=O)(=O)N2CCCCC2CCNC(=O)C(=O)NC2CC2)ccc1F (stereo unspecified)	5%	-3%	-5	-21%	2	-0.3	0%	0.2	11
Cc1cc(C)nc(SCC(=O)OCC(=O)N(C)c2c(N)n(Cc3ccccc3)c(=O)[nH]c2=O)n1	1%	-1%	-1	1%	7	0.9	0%	0.6	4
O=[N+]([O-])c1ccc(NC(=S)N2CCN(c3ccccc3)CC2)cc1	23%	6%[57.1 µM]	-3	-7%	-1	0.8	5%[57.1 µM]	11	-8
COc1cc2c(=O)n(Cc3ccccc3Cl)c(=O)n(CC(=O)Nc3ccccc3)c2cc1OC	-7%	-1%	6	-19%	4	1.8	6%	-0.4	x

Bioassay records as filed in PubChem.
